Bioassay records: PubChem, The Scripps Research Institute Molecular Screening Center
M4 ag: CHRM4 agonism in calcium assay. P08173. CHO-K1 hM4/Gqi5, Fluo-8 calcium fluorescence; vehicle 0%, full acetylcholine response 100%. activation, % at 3 µM. 360,000 compounds, 0.14% hits;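 active = activation above the run mean over all test wells plus 3 SD, cut at about 32% in these data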;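 also: peak over basal fluorescence ratio per well then scaled between controls; 0% = DMSO wells and 100% = acetylcholine at EC100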
CHRM4 PAM: CHRM4 positive allosteric modulation; P08173; CHO-K1 hM4/Gqi5, Fluo-8 calcium fluorescence, ACh EC20; 0% = ACh EC20, 100% = maximal ACh; activation, % at 3 µM; 360,000 compounds, 0.4% hits; AID 624126;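 active = activation above its plate's cutoff, the mean activation of sample wells plus 3 SD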; also: some results filed as inactive read as strong as hits
CHRM5 PAM: potentiates acetylcholine response at human M5 receptor. activation, % at 3 µM. CHO-K1 hM5, Fluo-8 calcium, ACh EC20 PAM; 0% = ACh EC20, 100% = ACh EC100. 360,000 compounds, 0.3% hits. P08912;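 active = activation above the run cutoff, the mean activation of all test compounds plus 3 SD, cut at about 18% in these data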
Target sequence (P08912 whole entry, looked up): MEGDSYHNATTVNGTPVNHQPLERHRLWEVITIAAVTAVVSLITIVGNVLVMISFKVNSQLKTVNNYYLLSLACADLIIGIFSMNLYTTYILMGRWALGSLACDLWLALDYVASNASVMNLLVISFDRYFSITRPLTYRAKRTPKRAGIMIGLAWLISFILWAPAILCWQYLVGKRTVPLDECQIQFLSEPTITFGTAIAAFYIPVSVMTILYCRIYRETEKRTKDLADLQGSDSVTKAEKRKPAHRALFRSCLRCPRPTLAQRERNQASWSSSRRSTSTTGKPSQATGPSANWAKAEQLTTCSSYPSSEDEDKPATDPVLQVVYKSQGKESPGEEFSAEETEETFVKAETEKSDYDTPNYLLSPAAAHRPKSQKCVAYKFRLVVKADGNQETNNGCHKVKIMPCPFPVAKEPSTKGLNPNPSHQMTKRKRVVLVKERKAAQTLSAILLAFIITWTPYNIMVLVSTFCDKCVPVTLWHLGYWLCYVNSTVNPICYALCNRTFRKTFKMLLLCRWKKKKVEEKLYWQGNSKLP
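Assay system: CHO-K1 hM5 cells. Also added: acetylcholine at EC20 concentration, added after compound. Dosing: 3 µM, single dose. Times: compound preincubation 140 s before EC20 acetylcholine addition. Signal: Fluo-8 calcium fluorescence. Measure: % activation relative to EC20 and EC100 ACh responses. Repeats: singlicate, one well per test compound.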
M1 PAM parental: counter-screen for M1 PAMs: effect in parental CHO-K1 cells | ATP EC20, Fluo-8 calcium fluorescence; 0% at ATP EC20, 100% at ATP max | activation, % at 3 µM | 360,000 compounds, 0.02% hits;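 active = activation above the run cutoff, the mean activation of all test compounds plus 3 SD, cut at about 40% in these data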;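 also: peak over basal fluorescence ratio in a 140 s read after ATP addition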
M1 ag parental: nonselective activator or artifact in parental CHO-K1 cells. Fluo-8 calcium fluorescence; scaled to maximal ATP response, vehicle zero. activation, % at 3 µM. 360,000 compounds, 0.48% hits. AID 602248; in the data active = activation above about 15%;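 also: untransfected CHO-K1 host cells lacking M1 receptor as counterscreen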
M5 antag: antagonists of human muscarinic M5 receptor (CHRM5). P08912. CHO-hM5 cells, Fluo-8 calcium fluorescence, ACh EC80. inhibition, % at 3 µM. 360,000 compounds, 0.59% hits. AID 624040;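 active = inhibition above a per-plate cutoff, the mean of that plate's test compounds plus 3 SD, cut at about 27% in these data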;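 also: 0% = acetylcholine EC80 with DMSO and 100% = DMSO without agonist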
M4 antag: CHRM4 antagonism in calcium assay; P08173; CHO-hM4 cells, ACh EC80, Fluo-8 calcium fluorescence; inhibition, % at 3 µM; 360,000 compounds, 0.73% hits;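 active = inhibition above its plate's cutoff, the mean inhibition of sample wells plus 3 SD, cut at about 27% in these data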;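 also: 0% = acetylcholine EC80 with DMSO and 100% = DMSO without agonist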
CHRM5 agonist: agonists of human muscarinic M5 receptor (CHRM5). P08912. CHO-K1 hM5 cells, Fluo-8 calcium fluorescence; 0% DMSO wells, 100% maximal acetylcholine response. activation, % at 3 µM. 360,000 compounds, 0.19% hits;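 active = activation above the run's mean over test compounds plus 3 SD, cut at about 23% in these data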;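 also: signal is peak over basal fluorescence ratio across the kinetic read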
CHO-K1 Ca antag: M1 antagonist counterscreen hit in parental CHO-K1 cells; 360,000 compounds, 0.6% hits; AID 602250; inhibition, % at 3 µM; ATP-induced calcium, Fluo-8 fluorescence;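 active = inhibition above a per-plate cutoff, the plate's mean sample inhibition plus 3 SD, cut at about 24% in these data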;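 also: 0% = DMSO plus EC80 ATP and 100% = DMSO alone without ATP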
* marks the source's active call; other numbers are inactive results; . = not tested or not shown.

1: COc1ccc(-c2nc(CS(=O)CC(=O)NCc3ccc4c(c3)OCO4)c(C)o2)cc1 (centres undefined)
2: Cc1ccc(CC(=O)Nc2ccc(F)c([N+](=O)[O-])c2)cc1C
3: N#Cc1c(-c2ccc(Br)cc2)cc(-c2cccnc2)nc1N
4: Cc1ccc(Sc2c(C)[nH]n(C(C)(C)C)c2=O)cc1
5: COC(=O)c1c[nH]n2c(=O)c(Cl)c(C)nc12
6: O=C(c1ccc(Cn2cc(Br)cn2)o1)N1N=C(C(F)F)CC1(O)C(F)F (centres undefined)

assay / entry	1	2	3	4	5	6
M4 ag	1	8	0	0	0	4
CHRM4 PAM	-4	-3	0	4	2	-10
CHRM5 PAM	-10	-9	0	1	1	7
M1 PAM parental	11	19	-6	4	9	-6
M1 ag parental	-0.3	8.1	0.3	0.1	1.1	0.9
M5 antag	2	7	6	2	-2	-2
M4 antag	9	-4	-3	7	1	19
CHRM5 agonist	0	0	0	0	3	-5
CHO-K1 Ca antag	-4	-24	-6	4	6	-4

A second format for two compounds above.
cpd	Structure	M4 ag	CHRM4 PAM	CHRM5 PAM	M1 PAM parental	M1 ag parental	M5 antag	M4 antag	CHRM5 agonist	CHO-K1 Ca antag
6	O=C(c1ccc(Cn2cc(Br)cn2)o1)N1N=C(C(F)F)CC1(O)C(F)F (centres undefined)	4	-10	7	-6	0.9	-2	19	-5	-4
4	Cc1ccc(Sc2c(C)[nH]n(C(C)(C)C)c2=O)cc1	0	4	1	4	0.1	2	7	0	4

Carrying on.
7: O=C(O)CC/C(=N\Nc1ccc(Cl)cc1)c1cccs1
8: COc1ccc(-n2ccc(-c3nn(-c4cccc(C(F)(F)F)c4)ccc3=O)n2)cc1
9: Cc1ccccc1NC(=O)Cc1nc(COC(=O)c2ccc(C(F)(F)F)cc2)cs1
10: O=c1c2ccccc2c(-c2ccccc2)nn1Cc1ccc(Cl)cc1
11: O=C(NCc1ccc(Cl)cc1)c1cccc(S(=O)(=O)N2CCCC2)c1
12: O=c1c2ccccc2oc2nc3n(c(=O)c12)CCCS3

assay / entry	7	8	9	10	11	12
M4 ag	2	0	2	0	4	0
CHRM4 PAM	-2	-12	18	4	-3	0
CHRM5 PAM	0	-5	-4	4	5	3
M1 PAM parental	1	-2	8	26	-6	-6
M1 ag parental	0.4	0.7	-0.6	0.8	1.1	0.1
M5 antag	7	2	3	-4	8	-1
M4 antag	-5	10	-20	-3	4	11
CHRM5 agonist	-2	0	-2	-3	-7	1
CHO-K1 Ca antag	7	-5	4	-11	-9	-16

13: CC1(C)CC(Cc2ccccc2C(F)(F)F)N(C(=O)OC(C)(C)C)C1 (centres undefined)
14: CC(Sc1nc2ccccc2[nH]1)C(=O)Nc1ccc2c(c1)OCCO2 (centres undefined)
15: CCN(C(=O)CSc1nc(C2CC2)n(-c2ccccc2)n1)C1CCS(=O)(=O)C1 (centres undefined)
16: CC1CN(CC(=O)NCc2ccccc2)CC(C)O1 (centres undefined)
17: Cc1cccc(N2CCC(NCc3c(C(=O)N4CCCCC4)nc4c(C)cccn34)CC2)c1
18: O=C(NCc1cccnc1)C1CC(=O)N(CCc2ccccc2)C1 (centres undefined)

assay / entry	13	14	15	16	17	18
M4 ag	0	6	2	0	7	0
CHRM4 PAM	4	0	13	-9	-14	-4
CHRM5 PAM	-2	-7	4	-3	-7	-2
M1 PAM parental	.	13	-5	6	15	6
M1 ag parental	.	2.8	0.5	-0.3	2.6	-0.1
M5 antag	9	-9	-7	6	3	-4
M4 antag	4	-12	-8	-2	-17	1
CHRM5 agonist	-1	9	-1	4	-1	1
CHO-K1 Ca antag	.	-14	-3	-4	2	1

Quoted from the listing.
In CHRM4 PAM, no. 2 has the entry -3
In M4 antag, no. 10 has the entry -3
In M5 antag, no. 12 has the entry -1

The main list resumes with the 4 entries that preceded the break.
15: CCN(C(=O)CSc1nc(C2CC2)n(-c2ccccc2)n1)C1CCS(=O)(=O)C1 (centres undefined)
16: CC1CN(CC(=O)NCc2ccccc2)CC(C)O1 (centres undefined)
17: Cc1cccc(N2CCC(NCc3c(C(=O)N4CCCCC4)nc4c(C)cccn34)CC2)c1
18: O=C(NCc1cccnc1)C1CC(=O)N(CCc2ccccc2)C1 (centres undefined)
19: CCN(c1ccccc1)S(=O)(=O)c1cc2c(cc1C)N(C)CCO2
20: O=C(O)c1ccc([N+](=O)[O-])cc1
21: Cc1cccc(NC2=C(NCCO)C(=O)c3ccccc3C2=O)c1
22: CCOc1ccc(N=Nc2c(=O)[nH]n3c(C)cc(C)nc23)cc1
23: CC(C)Oc1c(Br)cc(Br)cc1/C=N/NC(N)=S
24: CCS(=O)(=O)N1CCC(C(=O)Oc2ccc(C(=O)OC)cc2)CC1
25: CCOC(=O)N1CCC(NC(=O)c2cc(C(=O)Nc3ccc(F)cc3F)ccc2CO)CC1
26: O=C(Cn1nnc(-c2ccc(F)cc2)n1)NC(=O)NC1CCCCC1

assay / entry	15	16	17	18	19	20	21	22	23	24	25	26
M4 ag	2	0	7	0	-2	2	1	-1	-3	1	23	0
CHRM4 PAM	13	-9	-14	-4	16	8	12	3	-3	-6	-7	3
CHRM5 PAM	4	-3	-7	-2	5	5	-3	3	-4	4	-12	-4
M1 PAM parental	-5	6	15	6	32	0	16	28	14	5	-3	22
M1 ag parental	0.5	-0.3	2.6	-0.1	-0.3	0.3	0.2	0.1	0.2	2.1	3.9	0.1
M5 antag	-7	6	3	-4	0	2	-6	8	-1	7	17	9
M4 antag	-8	-2	-17	1	-17	14	-10	-2	-3	-17	0	-1
CHRM5 agonist	-1	4	-1	1	-4	6	-6	-1	-3	-2	3	0
CHO-K1 Ca antag	-3	-4	2	1	-14	-4	-6	-9	-14	-12	29*	-7
